Assay outcomes as filed in PubChem.
GPR55 beta-arrestin – GPR55 agonists via beta-arrestin recruitment, primary screen, imaging, U2OS cells, beta-arrestin-GFP redistribution (AID 1961) | activation, % at 10 µM; hits with a dose series show EC50 in µM | U2OS GPR55 beta-arrestin-GFP redistribution imaging; higher % means a stronger effect | hit rate 0.048% among 290,000;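 active = activation above 40% with more than 50 cells counted in the well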;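 also: U2OS osteosarcoma cells stably expressing GPR55 and beta-arrestin-GFP; plate controls were DMSO negative control for no effect and LPI positive control for full effect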
Large T inhibition – TAg ATPase/helicase activity blockers – biochemical (AID 1903); SV40 large T antigen ATPase/helicase inhibition assay; higher % means a stronger effect; one-dose inhibition, % at 20 µM; IC50 in µM for titrated hits; hit rate 0.39% among 310,000; in the data active = a potency from the dose series; also: strong numbers were not always called active
NOD1 NF-kB reporter – NOD1 signaling inhibitors, primary screen, cell-based, luminescence, uHTS (AID 1578); NOD1-driven NF-kB luciferase reporter cells, luminescence; higher % means a stronger effect; one-dose inhibition, % at 4 µM; EC50 in µM for titrated hits; hit rate 1% among 290,000; in the data active = inhibition mostly above about 36%, no sharp cut-off; inactive = mostly below about 34%;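 also: HEK-293T reporter cells stimulated with the NOD1 agonist gamma-tri-DAP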
MgcRacGAP inhibition – MgcRacGAP GTPase-activating activity inhibitors, confirmation, biochemical, ADP Hunter fluorescence; MgcRacGAP-stimulated Rac1 GTP hydrolysis, ADP Hunter fluorescence; higher % means a stronger effect; GST-tagged Rac1 F28L mutant substrate; inhibition, % at 30 µM; hits with a dose series show IC50 in µM; hit rate 0.6% among 340,000;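 active = first-screen hits whose inhibition reached a set limit at any dose in the follow-up dose series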;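 also: fluorescence reports GDP produced by GAP-driven GTP hydrolysis; strong numbers were not always called active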
HEK293 NOD2/NF-kB – NOD2 signaling inhibitors, cell-based, luminescence, uHTS, HEK293 (AID 1566); HEK293 NOD2/NF-kB luciferase reporter, luminescence; higher % means a stronger effect; hit rate 0.63% among 290,000; inhibition, % at 4 µM; hits with a dose series show EC50 in µM; also: many of its hits are not listed in these tables
GPR55 antagonists – GPR55 antagonists blocking LPI-driven arrestin recruitment, primary screen, imaging, U2OS, beta-arrestin-GFP, LPI agonist (AID 2013); U2OS GPR55 beta-arrestin-GFP translocation imaging, LPI antagonism; higher % means a stronger effect; inhibition, % at 10 µM; hits with a dose series show IC50 in µM; hit rate 0.13% among 290,000;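 active = spots per cell inhibited over 60%, with over 100 cells counted and total cytoplasm intensity under 500,000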;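 also: U2OS cells stably carrying GPR55 and arrestin-GFP stimulated by 5 µM LPI near EC80; imaged beta-arrestin-GFP aggregate spots per cell after agonist stimulation; plate controls were LPI-stimulated DMSO wells for no effect and DMSO wells without LPI for full effect; some results filed as inactive read as strong as hits; confirmed hits need IC50 under 10 µM and bright autofluorescent wells are also inconclusive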
KOR beta-arrestin-1 – KOR antagonists, beta-arrestin recruitment, cell-based, luminescence, uHTS (AID 1778). KOR beta-arrestin recruitment, luminescence, antagonist mode; higher % means a stronger effect. hit rate 0.091% among 290,000. inhibition, % at 10 µM, or IC50 in µM where a hit was titrated; also: strong numbers were not always called active
HIV fusion peptide – cell-free HIV fusion peptide-binding blockers – biochemical, uHTS, fluorescence dequenching, primary screen (AID 1986); cell-free peptide binding, fluorescence dequenching, 30 min; higher % means a stronger effect; one-dose inhibition, % at 20 µM; IC50 in µM for titrated hits; hit rate 0.3% among 290,000; in the data active = inhibition mostly above about 52%, no sharp cut-off; inactive = mostly below about 76%; also: some results filed as inactive read as strong as hits
KOR beta-arrestin-2 – KOR agonists, beta-arrestin recruitment, primary screen, cell-based, luminescence, uHTS (AID 1777). hit rate 0.02% among 280,000. one-dose activation, % at 10 µM; EC50 in µM for titrated hits. KOR beta-arrestin recruitment, luminescence; higher % means a stronger effect; in the data active = activation above about 50%, passing the limit was not always enough; also: a part of the inactive calls stands beside numbers as strong as those of hits
Starred values were filed as active, the others as inactive; [ ] = another dose, or the depositor's remark. Rule as the data show it, unless noted: active = inhibition above about 50%; inactive = the rest.

Screening [N-]=[N+]=NC[C@H](Cc1ccccc1)N1CCN(Cc2ccccc2)CCC1=O returned GPR55 beta-arrestin 0.8%, Large T inhibition 4%, NOD1 NF-kB reporter 0%, MgcRacGAP inhibition 3%, HEK293 NOD2/NF-kB 8%, GPR55 antagonists 7%, KOR beta-arrestin-1 -34%[20 µM], HIV fusion peptide 0.4% and KOR beta-arrestin-2 1.2%.
`Cc1ccc(SCc2nc3ncccn3c2Br)cc1` gave GPR55 beta-arrestin -0.3%, Large T inhibition 15%, NOD1 NF-kB reporter -3%, HEK293 NOD2/NF-kB -28%, GPR55 antagonists -1%, KOR beta-arrestin-1 -25%, HIV fusion peptide -1.4% and KOR beta-arrestin-2 6.6%.
COc1ccc(NC(=O)c2ccc(COc3ccc(C)cc3)o2)cc1 was read as GPR55 beta-arrestin -0.1%, Large T inhibition -1%, NOD1 NF-kB reporter -54%, MgcRacGAP inhibition 6%, HEK293 NOD2/NF-kB -41%, GPR55 antagonists 10%, KOR beta-arrestin-1 0%, HIV fusion peptide -0.2% and KOR beta-arrestin-2 -2.5%.
CCC(Oc1ccccc1)C(=O)N1CC(C)CC(C)C1 (configuration not stated) was read as GPR55 beta-arrestin 0.0%, Large T inhibition 0%, NOD1 NF-kB reporter -11%, MgcRacGAP inhibition 4%, HEK293 NOD2/NF-kB -1%, GPR55 antagonists 20%, KOR beta-arrestin-1 25%, HIV fusion peptide -0.9% and KOR beta-arrestin-2 -6.2%.
For CCCn1c(=O)c(C(=O)N/N=C/c2ccc(F)cc2)c(O)c2ccccc21 the results were GPR55 beta-arrestin 0.6%, Large T inhibition -4%, NOD1 NF-kB reporter 5%, MgcRacGAP inhibition 10%, HEK293 NOD2/NF-kB 33%, GPR55 antagonists 5%, KOR beta-arrestin-1 -28%, HIV fusion peptide 4.8% and KOR beta-arrestin-2 3.8%.
Screening CCOCCCNC(=O)c1ccc(N2CC3CC(C2)c2cccc(=O)n2C3)c(NC(=O)Nc2cccc(OC)c2)c1 (configuration not stated) returned GPR55 beta-arrestin -0.1%, Large T inhibition 8%, NOD1 NF-kB reporter -2%, HEK293 NOD2/NF-kB 15%, GPR55 antagonists 9%, KOR beta-arrestin-1 3%, HIV fusion peptide -0.6% and KOR beta-arrestin-2 -9.0%.
COC(C(=O)Nc1ccc(Cl)cc1C)c1ccccc1 (configuration not stated) was read as GPR55 beta-arrestin 0.4%, Large T inhibition 10%, NOD1 NF-kB reporter -27%, MgcRacGAP inhibition -1%, HEK293 NOD2/NF-kB -5%, GPR55 antagonists 0%, KOR beta-arrestin-1 -9%, HIV fusion peptide 2.2% and KOR beta-arrestin-2 5.6%.
`O=C(c1cc2ccccc2o1)n1nnc2ccccc21` gave GPR55 beta-arrestin -0.2%, Large T inhibition 3%, NOD1 NF-kB reporter 8%, MgcRacGAP inhibition -1%, HEK293 NOD2/NF-kB 12%, GPR55 antagonists 3%, KOR beta-arrestin-1 10%, HIV fusion peptide -0.2% and KOR beta-arrestin-2 0.6%.
Screening FC(F)(F)c1cccc(NC(=S)NNC(=S)NCc2ccccc2)c1 returned GPR55 beta-arrestin 0.0%, Large T inhibition 17%, NOD1 NF-kB reporter 0%, MgcRacGAP inhibition 9%, HEK293 NOD2/NF-kB -11%, GPR55 antagonists -9%, KOR beta-arrestin-1 -62%, HIV fusion peptide -0.2% and KOR beta-arrestin-2 1.5%.
`O=C(Cc1ccccc1)N/N=C/c1ccc(Cl)cc1Cl` gave GPR55 beta-arrestin -0.1%, Large T inhibition -4%, NOD1 NF-kB reporter -2%, MgcRacGAP inhibition 3%, HEK293 NOD2/NF-kB -13%, GPR55 antagonists 10%, KOR beta-arrestin-1 -13%, HIV fusion peptide -2.8% and KOR beta-arrestin-2 3.0%.
Screening CCOC(=O)c1c(NC(=O)CSc2ncnc3ccccc23)sc(C)c1C returned GPR55 beta-arrestin 0.7%, Large T inhibition 5%, NOD1 NF-kB reporter -31%, MgcRacGAP inhibition 17%, HEK293 NOD2/NF-kB 9%, GPR55 antagonists -4%, KOR beta-arrestin-1 -31%, HIV fusion peptide 0.1% and KOR beta-arrestin-2 1.2%.
Screening Cc1ccc(OCc2nnc(SCC(=O)c3ccccc3)n2Cc2ccco2)cc1 returned GPR55 beta-arrestin 0.3%, Large T inhibition 13%, NOD1 NF-kB reporter 6%, MgcRacGAP inhibition 10%, HEK293 NOD2/NF-kB -59%, GPR55 antagonists -1%, KOR beta-arrestin-1 -21%, HIV fusion peptide -1.8% and KOR beta-arrestin-2 1.6%.
`Cc1cccc(CCNS(=O)(=O)c2cc3c(cc2C)NC(=O)CO3)c1` gave GPR55 beta-arrestin -0.1%, Large T inhibition -1%, NOD1 NF-kB reporter 2%, MgcRacGAP inhibition 13%, HEK293 NOD2/NF-kB 22%, GPR55 antagonists 4%, KOR beta-arrestin-1 -40%[20 µM], HIV fusion peptide 0.6% and KOR beta-arrestin-2 4.9%.
CCC(C)c1ccc(NC(=S)NCc2cccs2)cc1 (configuration not stated) was read as GPR55 beta-arrestin -0.2%, Large T inhibition 4%, MgcRacGAP inhibition 1%, HEK293 NOD2/NF-kB -28%, GPR55 antagonists 7%, KOR beta-arrestin-1 6%, HIV fusion peptide -2.8% and KOR beta-arrestin-2 -3.7%.
`CS(=O)(=O)N(CC(=O)NCCSCc1c(F)cccc1Cl)c1cccc([N+](=O)[O-])c1` gave GPR55 beta-arrestin 0.2%, Large T inhibition 0%, NOD1 NF-kB reporter -2%, MgcRacGAP inhibition -18%, HEK293 NOD2/NF-kB 11%, GPR55 antagonists -9%, KOR beta-arrestin-1 -6%[20 µM], HIV fusion peptide 0.5% and KOR beta-arrestin-2 -3.9%.
Screening O=C(NCc1ccco1)c1ccc2ccccc2c1 returned GPR55 beta-arrestin -0.3%, Large T inhibition 10%, NOD1 NF-kB reporter -53%, MgcRacGAP inhibition 10%, HEK293 NOD2/NF-kB -64%, GPR55 antagonists 8%, KOR beta-arrestin-1 -28%, HIV fusion peptide 3.8% and KOR beta-arrestin-2 -0.1%.
`Cc1cccc(NC(=O)C2CCCN2C(=O)OCC(C)C)c1C` (configuration not stated) gave GPR55 beta-arrestin 0.3%, Large T inhibition 1%, NOD1 NF-kB reporter -11%, MgcRacGAP inhibition 7%, HEK293 NOD2/NF-kB 11%, GPR55 antagonists 2%, KOR beta-arrestin-1 -12%, HIV fusion peptide 3.5% and KOR beta-arrestin-2 -1.5%.
`Cc1ccc2sc(N(CCCN(C)C)C(=O)c3ccc(S(=O)(=O)N(C)C)cc3)nc2c1C` gave GPR55 beta-arrestin 0.1%, Large T inhibition 19%, NOD1 NF-kB reporter -19%, MgcRacGAP inhibition 9%, HEK293 NOD2/NF-kB 12%, GPR55 antagonists 8%, KOR beta-arrestin-1 4%, HIV fusion peptide 0.8% and KOR beta-arrestin-2 -4.5%.
Screening O=C(O)CSCC(=O)N1CCN(c2ccnc3cc(Cl)ccc23)CC1 returned GPR55 beta-arrestin 0.3%, Large T inhibition 15%, NOD1 NF-kB reporter -10%, MgcRacGAP inhibition 7%, HEK293 NOD2/NF-kB 9%, GPR55 antagonists 2%, KOR beta-arrestin-1 -2%, HIV fusion peptide -0.9% and KOR beta-arrestin-2 -0.7%.
Screening COc1ccc(N(C(=O)CNC(=O)c2ccco2)C(C(=O)NC2CCCC2)c2ccncc2)cc1 (configuration not stated) returned GPR55 beta-arrestin -0.1%, Large T inhibition 3%, NOD1 NF-kB reporter 4%, MgcRacGAP inhibition 1%, HEK293 NOD2/NF-kB 6%, GPR55 antagonists 18%, KOR beta-arrestin-1 -33%[20 µM], HIV fusion peptide -2.9% and KOR beta-arrestin-2 -1.2%.
For C=CCOC(=O)C1=C[C@H](c2cn(C(C)=O)c3ccccc23)[C@@H](CCCO)[C@H](OCC)O1 the results were GPR55 beta-arrestin 0.5%, Large T inhibition 3%, NOD1 NF-kB reporter -34%, MgcRacGAP inhibition 12%, HEK293 NOD2/NF-kB 3%, GPR55 antagonists -4%, KOR beta-arrestin-1 -1%, HIV fusion peptide -0.2% and KOR beta-arrestin-2 0.9%.
CC(Oc1ccc(Cl)cc1)C(=O)NCCN1C(=O)S/C(=C\c2cccnc2)C1=O (configuration not stated) was read as GPR55 beta-arrestin 0.6%, Large T inhibition -9%, NOD1 NF-kB reporter -4%, MgcRacGAP inhibition -9%, HEK293 NOD2/NF-kB 11%, GPR55 antagonists 0%, KOR beta-arrestin-1 16%, HIV fusion peptide 3.7% and KOR beta-arrestin-2 6.3%.
For CCOCCCN1CC(C(=O)NCCc2ccc(C)cc2)CC1=O (configuration not stated) the results were GPR55 beta-arrestin 5.7%, Large T inhibition 3%, NOD1 NF-kB reporter -24%, MgcRacGAP inhibition 10%, HEK293 NOD2/NF-kB 6%, GPR55 antagonists 13%, KOR beta-arrestin-1 -14%, HIV fusion peptide 36% and KOR beta-arrestin-2 3.7%.
CSCc1nc2sc(C(=O)Nc3nc(C)cs3)c(C)c2c(=O)[nH]1 was read as GPR55 beta-arrestin 1.6%, Large T inhibition 8%, NOD1 NF-kB reporter -10%, MgcRacGAP inhibition -1%, HEK293 NOD2/NF-kB -38%, GPR55 antagonists -4%, KOR beta-arrestin-1 -40%, HIV fusion peptide 14% and KOR beta-arrestin-2 0.6%.
CCOc1ccc(NC(=O)c2c3c(nc4ccccc24)CCC3)cc1 was read as GPR55 beta-arrestin 0.1%, Large T inhibition 5%, NOD1 NF-kB reporter 13%, MgcRacGAP inhibition 3%, HEK293 NOD2/NF-kB 0%, GPR55 antagonists -7%, KOR beta-arrestin-1 -36%, HIV fusion peptide -1.1% and KOR beta-arrestin-2 42%.
Screening Cc1ccc(NC(=O)CSC2=C(C#N)C(c3ccco3)CC(=O)N2)cc1 (configuration not stated) returned GPR55 beta-arrestin 0.6%, Large T inhibition 9%, NOD1 NF-kB reporter -25%, MgcRacGAP inhibition -5%, HEK293 NOD2/NF-kB -15%, GPR55 antagonists 8%, KOR beta-arrestin-1 -10%, HIV fusion peptide 2.8% and KOR beta-arrestin-2 0.2%.

Reprinted at random: two compounds from above.
CSCc1nc2sc(C(=O)Nc3nc(C)cs3)c(C)c2c(=O)[nH]1 was read as GPR55 beta-arrestin 1.6%, Large T inhibition 8%, NOD1 NF-kB reporter -10%, MgcRacGAP inhibition -1%, HEK293 NOD2/NF-kB -38%, GPR55 antagonists -4%, KOR beta-arrestin-1 -40%, HIV fusion peptide 14% and KOR beta-arrestin-2 0.6%.
For CCOCCCN1CC(C(=O)NCCc2ccc(C)cc2)CC1=O (configuration not stated) the results were GPR55 beta-arrestin 5.7%, Large T inhibition 3%, NOD1 NF-kB reporter -24%, MgcRacGAP inhibition 10%, HEK293 NOD2/NF-kB 6%, GPR55 antagonists 13%, KOR beta-arrestin-1 -14%, HIV fusion peptide 36% and KOR beta-arrestin-2 3.7%.

Not all compounds are listed; rates above refer to the full screens.
